Source: PubChem BioAssay (several laboratories)
aSyn UTR inh = 5' untranslated region of α-synuclein, MLPCN primary screen. alpha-synuclein 5'UTR reporter, inhibitor activity. inhibition, % (tested at 7.5 µM). 300,000 tested, 0.82% active. AID 1813; in the data active = inhibition above about 60%; inconclusive = no clear call, values can overlap the other calls;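 note: H4 neuroglioblastoma cells stably carrying SNCA 5'UTR luciferase fusion; 0% = DMSO wells and 100% = positive control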
Platelet DG rel = platelet dense granule release activity; human platelet-rich plasma, SFLLRN dense granule ATP release, luminescence; inhibition, %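 (compounds screened at 7.5 µM in platelet-rich plasma)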; 300,000 tested, 0.22% active; AID 1663;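 active = mean replicate score, as percent of positive control, at or above 50; inconclusive = mean below 50 but at least one replicate at or above 50; inactive = mean and every replicate below 50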
HDAC3 inhib = human HDAC3 inhibition; O15379; recombinant HDAC3, fluorogenic peptide/trypsin coupled, fluorescence; inhibition, % at 8.3 µM; 320,000 tested, 0.15% active; AID 2718; in the data active = inhibition above about 26%, passing the limit was not always enough; inconclusive = no clear call, values can overlap the other calls
Target sequence (O15379 whole entry, looked up): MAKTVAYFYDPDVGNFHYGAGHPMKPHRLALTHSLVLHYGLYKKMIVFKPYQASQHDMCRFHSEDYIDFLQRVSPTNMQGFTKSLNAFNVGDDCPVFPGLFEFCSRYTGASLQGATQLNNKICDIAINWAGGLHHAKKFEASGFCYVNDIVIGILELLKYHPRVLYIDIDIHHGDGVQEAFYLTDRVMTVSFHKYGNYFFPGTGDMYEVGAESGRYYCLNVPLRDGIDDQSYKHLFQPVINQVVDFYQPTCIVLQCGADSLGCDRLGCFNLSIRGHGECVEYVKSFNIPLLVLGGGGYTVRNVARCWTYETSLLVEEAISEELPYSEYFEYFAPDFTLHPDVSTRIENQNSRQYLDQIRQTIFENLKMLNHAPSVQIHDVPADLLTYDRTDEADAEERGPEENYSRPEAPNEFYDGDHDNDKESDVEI
KLF5 inhibitor = suppresses KLF5 promoter-driven expression | DLD-1 KLF5 promoter-luciferase reporter, luminescence | 290,000 tested, 0.23% active | inhibition, % at 5 µM;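 active = inhibition above a per-plate limit of that plate's mean compound inhibition plus 3 SD, cut at about 60% in these data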;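 note: 0% = DMSO wells and 100% = LY294002 at 200 µM; higher means less KLF5 promoter-driven luciferase light; inactives centre near -14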
AI-2 QS mod = modulators of Vibrio harveyi AI-2 quorum sensing system; Vibrio harveyi JMH597 AI-2 luminescence/OD600 ratio, 9 h; hits give low values; strain lacks LuxN and CqsS sensors; 0 = neutral-control median; activity change, % at 7.5 µM; 300,000 tested, 0.4% active; in the data active = activity change below about -75%, passing the limit was not always enough; inconclusive = no clear call, values can overlap the other calls;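 note: luminescence divided by OD600 gain over 9 h not by final OD600 alone; inactives centre near 13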
HSF-1 act = increases HSF-1 driven luciferase reporter signal. NIH3T3-HGL HSF-1 luciferase reporter, MG132, 8 h; 100% = twice DMSO control signal. activation, % at 9 µM. 300,000 tested, 1.7% active. AID 504408;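 active = mean replicate activation of at least 50% with a set share of replicates each reaching 50%; inconclusive = only one of those two conditions met; inactive = mean below 50% and too few replicates reaching it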;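 note: 0% = median of the neutral control wells and 100% = twice that signal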
IEC-6 tox = kills IEC-6 intestinal cells in KLF5 counter-screen. IEC-6 cytotoxicity, luminescence viability. inhibition, % at 5 µM. 290,000 tested, 0.78% active. AID 1825; in the data active = inhibition above about 22%;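 note: 0% = plate median of test compound wells and 100% = cytotoxic reference compound wells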
HSP90 refold inh = inhibitors of HSP90 luciferase refolding in rabbit reticulocyte lysate. luciferase refolding luminescence, 3 h. inhibition, % at 5.6 µM. 290,000 tested, 0.91% active;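 active = inhibition above the screen-wide mean plus 3 SD, computed separately per campaign, cut at about 16% in these data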;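 note: 0% = DMSO wells and 100% = 60 µM geldanamycin wells; inhibitors lower the luminescence because luciferase stays unfolded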
HIF activator = HIF pathway transcriptional activation; 300,000 tested, 0.32% active; U2OS HRE-luciferase reporter, luminescence; normalized: DMSO 0%, desferrioxamine 100%; activation, % at 7.5 µM (by protocol);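 active = mean activation of at least 10% of the iron chelator positive control signal, with at least half of replicates also reaching 10%; inconclusive = mean and replicate majority disagree about reaching 10%; inactive = mean and most replicates under 10%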
HSF1 inh = HSF1 inhibition | NIH3T3-HGL HSE-luciferase, MG132-induced, luminescence 8 h; hits give low values | activity change, negative = inhibition, % at 7.5 µM (by protocol) | 300,000 tested, 0.77% active | AID 2098;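 active = more than half of replicate wells show activity change below -50%, luminescence cut by over half; inconclusive = some wells, but at most half, below -50%; inactive = no replicate well below -50%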;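 note: luciferase reports HSF-1 transcriptional activity via heat shock element; 0% = median of DMSO wells and -100% = zero luminescence signal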
* hit, by the source's call.

`COc1ccccc1N1CCSC1C(N)=O` (stereo not drawn) gave aSyn UTR inh -8, Platelet DG rel 5, HDAC3 inhib -4, KLF5 inhibitor -33, AI-2 QS mod 20, HSF-1 act 4, IEC-6 tox -2, HSP90 refold inh -4, HIF activator 0.0 and HSF1 inh 1.
`COc1cc(/C=N/NC(=O)c2cccc([N+](=O)[O-])c2)ccc1O` gave aSyn UTR inh -3, Platelet DG rel -1, HDAC3 inhib inconclusive, KLF5 inhibitor -11, AI-2 QS mod 10, HSF-1 act -5, IEC-6 tox 5, HSP90 refold inh 3, HIF activator -0.6 and HSF1 inh 1.
Screening Cc1ccc(S(=O)(=O)NC(=O)N2CCN(Cc3c(F)cccc3Cl)CC2)cc1 returned aSyn UTR inh 22, Platelet DG rel -4, HDAC3 inhib -5, KLF5 inhibitor -39, AI-2 QS mod 19, HSF-1 act -8, IEC-6 tox -3, HSP90 refold inh 3, HIF activator 0.0 and HSF1 inh -1.
For COc1ccc2[nH]c(=O)c(CN(CCO)C(=O)c3cccs3)cc2c1 the results were aSyn UTR inh 26, Platelet DG rel 16, HDAC3 inhib 2, KLF5 inhibitor -6, HSF-1 act 4, IEC-6 tox 4, HSP90 refold inh 4, HIF activator -0.2 and HSF1 inh 1.
`CCOc1ccc(-c2nc(CSCC(=O)N3CCN(c4cccc(OC)c4)CC3)c(C)o2)cc1` gave aSyn UTR inh 68*, Platelet DG rel 2, HDAC3 inhib 0, KLF5 inhibitor -15, AI-2 QS mod 15, HSF-1 act -54, IEC-6 tox -2, HSP90 refold inh 24*, HIF activator -3.2 and HSF1 inh -44.
For Cc1ccc(N2CCN(S(=O)(=O)N3CCCCC3)CC2)cc1Cl the results were aSyn UTR inh -17, Platelet DG rel -12, HDAC3 inhib 6, KLF5 inhibitor -13, AI-2 QS mod 24, HSF-1 act 3, IEC-6 tox -2, HSP90 refold inh 0, HIF activator -0.4 and HSF1 inh -9.
CCc1nnc(NC(=O)CCN2C(=O)CCC2=O)s1 was read as aSyn UTR inh -13, Platelet DG rel -15, HDAC3 inhib -3, KLF5 inhibitor -16, AI-2 QS mod 8, HSF-1 act 29, IEC-6 tox 2, HSP90 refold inh -1, HIF activator -0.4 and HSF1 inh 3.
For Cc1[nH]c2ccc(C(=O)OCC(=O)NC3(C#N)CCCCC3)cc2c1C the results were aSyn UTR inh -12, Platelet DG rel -5, HDAC3 inhib 0, AI-2 QS mod 22, HSF-1 act -3, HIF activator -2.5 and HSF1 inh 3.
`O=C(NCc1cc2ccccc2[nH]1)c1ccccc1F` gave aSyn UTR inh -81, Platelet DG rel 1, HDAC3 inhib 0, KLF5 inhibitor -34, AI-2 QS mod -15, HSF-1 act 39, IEC-6 tox 8, HSP90 refold inh -2, HIF activator -10 and HSF1 inh 12.
Screening CCOCCCNCC(=O)NC1(C)C2CCC(C2)C1(C)C (stereo not drawn) returned aSyn UTR inh -6, Platelet DG rel -5, HDAC3 inhib -3, KLF5 inhibitor -18, AI-2 QS mod 12, HSF-1 act -35, IEC-6 tox 1, HSP90 refold inh -1, HIF activator 1.8 and HSF1 inh -23.
CCCCCC(=O)Nc1ccc2oc(-c3cccnc3)nc2c1 was read as aSyn UTR inh -75, Platelet DG rel 12, HDAC3 inhib -2, KLF5 inhibitor -2, AI-2 QS mod -12, HSF-1 act 32, IEC-6 tox 6, HSP90 refold inh -2, HIF activator 0.0 and HSF1 inh 1.
Screening CCOc1ccccc1NC(=O)C1CCN(S(=O)(=O)c2c(C)nn(C)c2C)CC1 returned aSyn UTR inh 0, Platelet DG rel 1, KLF5 inhibitor -10, AI-2 QS mod 19, HSF-1 act -19, IEC-6 tox -2, HSP90 refold inh 0, HIF activator -0.2 and HSF1 inh -5.
`COc1cccc(NC(=O)c2nn(C)c(C(=O)Nc3cccc(OC)c3)c2[N+](=O)[O-])c1` gave aSyn UTR inh 15, Platelet DG rel 3, HDAC3 inhib -4, KLF5 inhibitor -23, AI-2 QS mod 32, HSF-1 act 1, IEC-6 tox -4, HSP90 refold inh -2, HIF activator -1.4 and HSF1 inh 3.
For O=C(Oc1ccc2ccc(=O)oc2c1)c1ccccc1 the results were aSyn UTR inh 8, Platelet DG rel -4, HDAC3 inhib -4, KLF5 inhibitor -32, AI-2 QS mod -10, HSF-1 act 3, IEC-6 tox 2, HSP90 refold inh -1, HIF activator -7.0 and HSF1 inh 1.
For Cc1ccc(N(C)C(=O)CCS(=O)(=O)c2cc3c(cc2Cl)NC(=O)CO3)cc1 the results were aSyn UTR inh 26, Platelet DG rel 2, KLF5 inhibitor -16, AI-2 QS mod 23, HSF-1 act -7, IEC-6 tox 0, HSP90 refold inh 1, HIF activator -0.8 and HSF1 inh -1.
`O=C1[C@@H]2Cc3ccccc3CN2C(=O)N1c1cccc(F)c1` gave aSyn UTR inh -37, Platelet DG rel -2, HDAC3 inhib -3, KLF5 inhibitor -12, AI-2 QS mod 33, HSF-1 act 13, IEC-6 tox -1, HSP90 refold inh 0, HIF activator 1.6 and HSF1 inh 3.
`CCN(CC)S(=O)(=O)c1ccc(NC(=O)c2cccc3c2C(=O)N(CCOC)C3)cc1` gave aSyn UTR inh 6, Platelet DG rel 2, HDAC3 inhib -4, KLF5 inhibitor -23, AI-2 QS mod 2, HSF-1 act -2, IEC-6 tox 2, HSP90 refold inh 1, HIF activator -0.5 and HSF1 inh -3.
Screening O=C(CSc1nc2nc[nH]c2c(=O)[nH]1)NC1CCCCC1 returned aSyn UTR inh -3, Platelet DG rel 6, HDAC3 inhib -14, KLF5 inhibitor -3, AI-2 QS mod 4, HSF-1 act 2, IEC-6 tox 3, HSP90 refold inh -3, HIF activator -0.2 and HSF1 inh 1.
`CC(C)Nc1nc2c(c(=O)n(C)c(=O)n2C)n1C` gave aSyn UTR inh 8, Platelet DG rel -25, KLF5 inhibitor -6, AI-2 QS mod 22, HSF-1 act -4, IEC-6 tox -6, HSP90 refold inh 0, HIF activator -0.1 and HSF1 inh -5.
`COCc1c(C)cc(C)c(/C=N/O)c1C` gave aSyn UTR inh 19, Platelet DG rel 3, HDAC3 inhib -1, KLF5 inhibitor 7, AI-2 QS mod 30, HSF-1 act -4, IEC-6 tox -1, HSP90 refold inh -1, HIF activator -0.1 and HSF1 inh -1.
O=C(Nc1ccc([N+](=O)[O-])cc1)C1CC12CCC2 (stereo not drawn) was read as aSyn UTR inh -78, Platelet DG rel 14, HDAC3 inhib 0, KLF5 inhibitor -33, AI-2 QS mod 22, HSF-1 act 18, IEC-6 tox -4, HSP90 refold inh 4, HIF activator 0.3 and HSF1 inh 17.
CN(CC(=O)Nc1ccc(F)cc1)C(=O)C1CCN(S(=O)(=O)c2ccc3c(c2)OCCO3)CC1 was read as aSyn UTR inh 11, Platelet DG rel -8, HDAC3 inhib 1, AI-2 QS mod 42, HSF-1 act -9, HIF activator 0.1 and HSF1 inh -6.
For O=C(Nn1cnnc1)c1ccc(F)cc1 the results were aSyn UTR inh -2, Platelet DG rel -3, HDAC3 inhib 3, KLF5 inhibitor -35, AI-2 QS mod 8, HSF-1 act -2, IEC-6 tox 6, HSP90 refold inh 1, HIF activator 2.0 and HSF1 inh -5.
Screening Cc1nc(NC(=O)c2ccc(F)cc2)nc2cc3c(cc12)OCO3 returned aSyn UTR inh -120, Platelet DG rel -1, HDAC3 inhib -1, KLF5 inhibitor -31, AI-2 QS mod 14, HSF-1 act 6, IEC-6 tox -3, HSP90 refold inh 0, HIF activator 1.1 and HSF1 inh -1.
Screening CCOC(=O)c1c(C)c(C(=O)NC2CCCCC2)c(C)n1CC returned aSyn UTR inh -8, Platelet DG rel 20, KLF5 inhibitor -24, AI-2 QS mod 34, HSF-1 act -20, IEC-6 tox 4, HSP90 refold inh -2, HIF activator -0.3 and HSF1 inh -6.
Screening CC(C)Cn1c(CN2CCN(c3ccccc3F)CC2)nc2c1c(=O)[nH]c(=O)n2C returned aSyn UTR inh 0, Platelet DG rel 2, HDAC3 inhib 2, KLF5 inhibitor 4, AI-2 QS mod 15, HSF-1 act 2, IEC-6 tox -6, HSP90 refold inh -2, HIF activator -0.1 and HSF1 inh -4.
`Cc1ccc(-n2cccc2/C=C2\C(=N)N3N=C(C(C)C)SC3=NC2=O)cc1` gave aSyn UTR inh 18, Platelet DG rel 1, HDAC3 inhib 3, KLF5 inhibitor 5, AI-2 QS mod 36, HSF-1 act 1, IEC-6 tox 7, HSP90 refold inh 2, HIF activator -0.1 and HSF1 inh 2.
For CN(C)CCNC(=S)Nc1ccc(Cl)cc1 the results were aSyn UTR inh 3, Platelet DG rel 2, HDAC3 inhib -2, KLF5 inhibitor -11, AI-2 QS mod 62, HSF-1 act 4, IEC-6 tox 6, HSP90 refold inh 2, HIF activator -11 and HSF1 inh 2.
`O=C(Nc1ccccc1C(=O)NC(Cc1ccccc1)C(=O)O)c1ccco1` (stereo not drawn) gave aSyn UTR inh 3, Platelet DG rel 2, HDAC3 inhib 2, KLF5 inhibitor -33, AI-2 QS mod 2, HSF-1 act 3, IEC-6 tox 0, HSP90 refold inh -1, HIF activator 0.9 and HSF1 inh 2.
`COc1ccc2c(Cl)c(C(=O)N/N=C/c3c(C)[nH]c4ccccc34)sc2c1` gave aSyn UTR inh 9, Platelet DG rel 11, HDAC3 inhib 3, KLF5 inhibitor 4, AI-2 QS mod 25, HSF-1 act -42, IEC-6 tox 1, HSP90 refold inh 4, HIF activator 1.4 and HSF1 inh -26.
Cc1ccn2c(-c3csc(NCc4ccco4)n3)c(C)nc2c1 was read as aSyn UTR inh -5, Platelet DG rel -3, HDAC3 inhib 3, KLF5 inhibitor 10, AI-2 QS mod 24, HSF-1 act -2, IEC-6 tox 2, HSP90 refold inh 0, HIF activator 0.0 and HSF1 inh -1.
For O=C(Nc1nnc(S(=O)(=O)N2CCCC2)s1)c1cccc([N+](=O)[O-])c1 the results were aSyn UTR inh -19, Platelet DG rel -14, HDAC3 inhib 4, KLF5 inhibitor -14, AI-2 QS mod 6, HSF-1 act 0, IEC-6 tox -2, HSP90 refold inh -7, HIF activator 4.4 and HSF1 inh 4.
`CC(=O)c1cccc(NCC(=O)Nc2cccc(S(=O)(=O)N3CCCCC3)c2)c1` gave aSyn UTR inh 7, Platelet DG rel -7, HDAC3 inhib 1, AI-2 QS mod 24, HSF-1 act 44, HIF activator -12 and HSF1 inh 20.
Screening O=C(NC(=S)Nc1cccnc1)c1ccccc1 returned aSyn UTR inh -60, Platelet DG rel -5, HDAC3 inhib 0, KLF5 inhibitor -37, HSF-1 act 48, IEC-6 tox 3, HSP90 refold inh -5, HIF activator -1.9 and HSF1 inh 9.
Cc1cccc(OCC(=O)NCC(=O)N/N=C/c2cccnc2)c1 was read as aSyn UTR inh 16, Platelet DG rel -20, HDAC3 inhib 5, KLF5 inhibitor -14, AI-2 QS mod -1, HSF-1 act -5, IEC-6 tox -4, HSP90 refold inh 5, HIF activator inconclusive and HSF1 inh -1.
Screening O=C(Nc1ccccc1)c1csc(-c2ccccc2)n1 returned aSyn UTR inh -170, Platelet DG rel 10, HDAC3 inhib 11, KLF5 inhibitor -20, AI-2 QS mod 10, HSF-1 act 14, IEC-6 tox -4, HSP90 refold inh 13, HIF activator 1.4 and HSF1 inh 20.
